Screens deposited in PubChem BioAssay by several laboratories.
BoNT-F LC inh: inhibitors of Botulinum neurotoxin F light chain protease | inhibition, % at 10 µM | Multiplex microsphere protease cleavage assay, flow cytometry | AID 588497 | 0.22% of 360,000 active; in the data active means inhibition above about 35%, passing the limit was not always enough; inconclusive means no clear call, values can overlap the other calls; further: plate controls were buffer without enzyme for full effect and enzyme alone for no effect
Mtb FBA inh: inhibitors of M. tuberculosis fructose-bisphosphate aldolase | P9WQA3 | purified M. tuberculosis FBA, fluorescence read-out | inhibition, % at 1 µM | 2.3% of 360,000 active; in the data active means inhibition above about 27%;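 further: 0% = vehicle and 100% = reference inhibitor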
Target sequence (P9WQA3 whole entry, looked up): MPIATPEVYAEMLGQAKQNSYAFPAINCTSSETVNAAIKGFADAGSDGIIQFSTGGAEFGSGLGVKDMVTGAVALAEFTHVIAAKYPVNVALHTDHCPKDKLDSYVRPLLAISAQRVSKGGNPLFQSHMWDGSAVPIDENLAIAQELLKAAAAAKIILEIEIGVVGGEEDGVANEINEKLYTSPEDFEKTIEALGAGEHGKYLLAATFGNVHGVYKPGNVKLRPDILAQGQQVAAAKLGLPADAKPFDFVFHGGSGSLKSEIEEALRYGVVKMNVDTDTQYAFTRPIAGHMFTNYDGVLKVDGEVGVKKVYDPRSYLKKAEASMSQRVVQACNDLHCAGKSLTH
GDH-TPI inh: GDH-TPI coupled enzyme inhibition counter-screen; GDH-TPI coupled enzyme counterscreen, NADH absorbance; 1.2% of 360,000 active; inhibition, % at 4.8 µM; AID 588335; in the data active means inhibition above about 30%;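 further: 0% = DMSO wells and 100% = wells lacking the enzyme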
PfHsp40 yeast: rescue of PfHsp40-mediated yeast toxicity; AID 504582; S. cerevisiae expressing PfHsp40, growth rescue, ATP luminescence; growth rescue, % at 12.5 µM; 0.68% of 340,000 active; in the data active means growth rescue above about 28%, passing the limit was not always enough; inconclusive means no clear call, values can overlap the other calls;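 further: yeast W303a lacking pdr1 and pdr3 grown in galactose medium; growth measured after three days at 30 °C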
BoNT-A LC inh2: BoNT A light chain protease inhibition; multiplex microsphere protease substrate cleavage, flow cytometry; inhibition, % at 10 µM; 0.17% of 360,000 active; AID 588499; further: plate controls were buffer without enzyme for full effect and enzyme alone for no effect
UGM FP inh: blocks M. tuberculosis UGM enzyme; 0.06% of 320,000 active; inhibition, % at 10 µM; purified UGM, fluorescence polarization probe displacement; P9WIQ1; in the data active means inhibition above about 10%, passing the limit was not always enough; inconclusive means no clear call, values can overlap the other calls
BioA inh: inhibitors of Mycobacterium tuberculosis BioA enzyme; 0.096% of 360,000 active; inhibition, % at 9.99 µM; purified M. tuberculosis BioA enzyme, plate reader; AID 602481; in the data active means inhibition above about 40%; inconclusive means no clear call, values can overlap the other calls
Anthrax LF inh2: inhibitors of Bacillus anthracis lethal factor protease; P15917; multiplex microsphere protease cleavage assay, LF; inhibition, % at 10 µM; 0.12% of 360,000 active; AID 588501; further: plate controls were buffer without enzyme for full effect and enzyme alone for no effect
Target sequence (P15917 whole entry, looked up): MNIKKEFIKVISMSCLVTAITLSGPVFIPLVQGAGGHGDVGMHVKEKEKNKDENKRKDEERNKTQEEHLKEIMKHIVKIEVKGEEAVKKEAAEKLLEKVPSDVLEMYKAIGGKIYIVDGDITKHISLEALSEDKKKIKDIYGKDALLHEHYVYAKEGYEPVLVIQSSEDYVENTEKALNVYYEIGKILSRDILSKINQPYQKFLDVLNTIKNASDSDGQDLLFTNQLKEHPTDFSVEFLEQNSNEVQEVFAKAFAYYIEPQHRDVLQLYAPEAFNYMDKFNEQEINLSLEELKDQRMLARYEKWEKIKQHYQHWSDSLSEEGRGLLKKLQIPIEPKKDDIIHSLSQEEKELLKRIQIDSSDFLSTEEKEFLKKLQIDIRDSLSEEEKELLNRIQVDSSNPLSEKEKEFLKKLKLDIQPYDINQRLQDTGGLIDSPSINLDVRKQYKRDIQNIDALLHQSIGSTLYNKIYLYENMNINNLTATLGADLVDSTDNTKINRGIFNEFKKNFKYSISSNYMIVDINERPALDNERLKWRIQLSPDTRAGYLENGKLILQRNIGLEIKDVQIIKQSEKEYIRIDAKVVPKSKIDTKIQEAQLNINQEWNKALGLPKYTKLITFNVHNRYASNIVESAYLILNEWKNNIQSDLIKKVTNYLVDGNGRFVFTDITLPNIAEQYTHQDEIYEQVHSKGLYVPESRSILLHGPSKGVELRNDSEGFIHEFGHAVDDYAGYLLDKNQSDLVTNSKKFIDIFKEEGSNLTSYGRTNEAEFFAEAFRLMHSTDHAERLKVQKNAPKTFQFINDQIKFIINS
FadD28 FP inh: inhibitors of Mycobacterium tuberculosis FadD28 bisubstrate binding; 0.22% of 360,000 active; FadD28 bisubstrate probe binding, fluorescence polarization; AID 588549; inhibition, % at 12.5 µM; in the data active means inhibition above about 8.5%, passing the limit was not always enough; inconclusive means no clear call, values can overlap the other calls
An asterisk follows results filed as active; ? = inconclusive; · = not tested or not shown. Unless noted, no stated cut-off is given here; in the data, active means inhibition above about 30%; inconclusive means no clear call, values can overlap the other calls; inactive means below that.

SMILES	BoNT-F LC inh	Mtb FBA inh	GDH-TPI inh	PfHsp40 yeast	BoNT-A LC inh2	UGM FP inh	BioA inh	Anthrax LF inh2	FadD28 FP inh
C[C@H](NC(=O)c1nc[nH]c1C(=O)NC1CCNCC1)C(=O)OC(C)(C)C	-6	1	6	-1.0	-0.7	-0.5	-0.3	-5	-0.7
CC(CN1CCCCC1)OC(=O)c1ccco1 (stereo unspecified)	4	-2	7	1.8	1.3	0.0	4.1	-2	0.4
CCC(=O)N(Cc1ccco1)C1CC(=O)N(c2ccccc2)C1=O (stereo unspecified)	1	3	6	-0.3	-0.6	0.5	1.1	1	-2.0
O=C(c1ccc(Cl)c(F)c1F)N1CCOCC1	4	-1	1	0.7	1.1	-0.3	-0.8	-3	0.0
CCn1c(SCC(=O)Nc2nc(C)cs2)nnc1-c1ccoc1C	-12	3	-9	-1.1	-0.6	-0.4	0.5	-10	-4.2
CCC/C(O)=N\S(=O)(=O)c1ccc(N=NN(C)C)cc1	-2	-5	23	-0.5	0.8	-0.6	-3.8	2	-2.7
Cc1ccc(C(=O)N=c2sccn2C)o1	-4	-2	33*	0.3	0.4	-1.8	-1.7	0	-0.4
CCN(CC)CCNC(=O)c1cc(-c2ccc(Br)s2)nc2ccccc12	-3	10	17	-1.4	25	2.6	-0.2	1	-4.4
CC(C)c1c(C(=O)N/N=C/c2cccnc2)nnn1-c1nonc1N	4	2	11	0.6	-1.1	-0.2	3.7	-4	0.8
Cc1nnc2sc(-c3ccc(N(C)C)cc3)nn2c1=O	-16	-1	10	13	-2.7	·	-0.7	-5	-2.4
Cn1c(SCc2ccccc2)nccc1=O	-2	2	8	-0.2	-0.4	·	-2.6	-2	-0.7
Cc1cc(C(F)(F)F)nc(SCC(=O)Nc2nccs2)n1	4	-4	-3	-0.9	1.7	-1.7	-0.7	-2	-2.8
COc1cc(OC)cc(-c2nnc(SCC(=O)N3CCCC3)o2)c1	2	118*	-4	0.7	0.1	-0.4	-0.3	1	-2.3
Cn1c(N)c(C(=O)COC(=O)COc2ccc(Br)cc2)c(=O)n(C)c1=O	-6	0	1	-2.1	-0.3	-2.0	1.1	-10	-4.4
Cc1ccc(C)c(N2CCN(C(=S)NC3CCCCC3)CC2)c1	-6	-1	-1	-1.4	-0.4	0.6	-1.1	0	-4.9
COCCN(CC(=O)Nc1ccccc1C(F)(F)F)C(=O)/C=C/c1cc(Cl)c2c(c1)OCCO2	-12	7	14	0.4	-0.7	·	2.6	-7	-1.4
CC(=O)NS(=O)(=O)c1ccc(N=c2ssc3c2-c2cc(C)c(C)cc2NC3(C)C)cc1	-22	1	10	0.6	-0.8	0.1	-0.7	1	4.2
O=S(=O)(Nc1cc(S(=O)(=O)N2CCOCC2)ccc1Cl)c1ccccc1	-4	0	3	-0.9	0.3	-0.6	1.3	-6	-1.8
CC(C)n1cnnc1SCC(=O)Nc1ccc(N2CCCCC2)cc1	-16	1	-10	0.8	-5.0	-0.5	-1.3	-3	-2.1
COc1ccc(Cc2c(C(C)(C)C)nc3ccc(Br)cn23)c(C)c1	-6	3	·	·	1.4	·	-0.4	14	-2.1
CCO[C@H]1OC(C(=O)Nc2ccccc2)=C[C@@H](c2csc3ccccc23)[C@@H]1CCCO	6	-2	5	0.0	0.4	-1.8	-1.0	2	-3.3
COc1ccc(Cl)cc1NC(=O)CSc1nc2[nH]ncc2c(=O)[nH]1	-11	1	4	·	-0.6	·	-0.5	-1	-0.5
O=C(CSc1nc(O)c(Cc2ccccc2)c(=O)[nH]1)Nc1nc2c(s1)CCCC2	-1	3	4	1.3	0.0	1.3	·	-1	-2.2
COc1ccc(-c2ccc(CN3C(C(C)C)C(=O)N(Cc4cn(CCC5OCCCO5)nn4)CCS3(=O)=O)cc2)cn1 (stereo unspecified)	-6	0	-6	·	-0.9	·	0.0	-4	-1.8
COc1ccc([N+](=O)[O-])cc1NC(=O)Cc1noc2ccc(C)cc12	-4	4	-2	-0.8	0.0	-1.9	·	-4	-0.6
CCOc1cc(/C=N/NC(=O)c2cccnc2)ccc1OCC(=O)N1CCOCC1	11	-3	16	0.5	1.7	·	38	0	-1.9
O=C(COC(=O)CCCN1C(=O)c2ccccc2C1=O)Nc1ncc(Cl)cc1Cl	?	-1	0	-0.5	-0.1	-0.8	0.4	-6	-1.9
O=C1c2ccccc2-c2c1c1ccccc1c(=O)n2-c1ccccc1	-2	-1	8	-1.4	-0.2	·	·	-2	-4.6
N=C1CCC(=N)c2c1c(O)c1ccccc1c2O	-12	0	-3	9.4	-0.1	1.5	·	-15	14*
O=C(CNS(=O)(=O)c1ccc(Br)s1)N1CCC(N2CCCCC2)CC1	4	6	-1	-1.8	-0.4	-4.4	-1.0	1	-0.4
CCOC(=O)N1CCC(NC(=O)c2cc(C(=O)NCc3cccc(Cl)c3)ccc2CO)CC1	12	-1	6	1.7	0.4	-2.4	-3.1	-3	0.7
CC1(C)C(=O)Nc2ccccc2N1C(=O)COC(=O)c1ccc(Cl)c(S(=O)(=O)NCc2ccccc2)c1	-4	0	-7	3.8	-0.1	-2.4	-0.8	-3	-8.4
Cc1ccc(NC(=O)C2CCCN2C(=O)NC2CCCCC2)cc1F (stereo unspecified)	-5	0	5	0.0	-1.3	-1.3	-0.1	-1	-0.9
COc1ccc2[nH]c(=O)c(CN(C3CCCCC3)C(c3nnnn3Cc3ccco3)C(C)C)cc2c1 (stereo unspecified)	0	12	12	0.6	3.4	-1.5	·	5	0.4
COC(=O)c1ccc2cc(F)cc(C)c2n1	5	11	·	·	0.6	·	1.0	-1	0.9
O=C(CCS(=O)(=O)c1cccc2nsnc12)N1CC(=O)N(CCc2ccccc2)C(=O)C1	-1	-1	12	-1.0	0.2	3.4	0.4	0	-1.6
O=C(c1ccccc1Cc1ccccc1)N1CCN(S(=O)(=O)c2ccccc2Br)CC1	0	-1	-1	0.4	-1.1	-0.2	-1.3	3	-3.0
CCOc1ccc(N(CCC#N)S(=O)(=O)c2ccc(OC)cc2)cc1	5	-2	0	1.7	6.6	-2.6	·	-11	3.9
Cc1cc(CNC(=S)Nc2ccc(S(=O)(=O)Nc3ncccn3)cc2)nn1C	0	-1	3	1.6	1.2	-2.0	0.7	-3	0.6
CCOc1ccc(Cl)cc1S(=O)(=O)N1CCN(c2ccc(F)cc2)CC1	-3	-2	13	0.2	-0.4	-1.3	-1.0	-20	2.7
COc1ccc(N(Cc2ccccc2)S(=O)(=O)c2cccc(C(=O)O)c2)cc1	3	4	5	-0.4	-1.4	-1.3	0.4	-7	-4.3
O=C(O)CC1(CC(=O)Nc2ccc(Oc3cccc(C(F)(F)F)c3)nc2)CCCC1	·	2	7	·	·	4.9	-1.6	·	-5.5
CCOc1ccc(/C=C/C(=O)CCC(=O)O)cc1	2	7	16	-0.3	-1.2	-1.5	-2.7	-4	1.2
CCC(C)[C@H](NC(=O)Nc1ccc(S(N)(=O)=O)cc1)C(=O)O (stereo partly specified)	-10	3	3	-0.3	-0.4	-2.3	2.3	-3	-3.0
N#Cc1ccsc1NC(=O)C1CCN(C(=O)c2ccc(Cl)cc2)CC1	0	2	-5	1.0	1.2	1.2	·	-5	-3.7
COc1ccc(CN2CC(C(=O)NCc3ccccn3)CC2=O)cc1 (stereo unspecified)	-6	-1	1	0.0	-1.4	-1.6	-2.1	0	-0.4
C=C[C@](C)(CC[C@@]1(C)C(C)CC(OC2OC(C)C(OC3OC(COC(C)=O)C(O)C(O)C3O)C(O)C2O)[C@@]2(C)C(C)=CCCC12)OC1OC(C)C(O[C@@H]2O[C@@H](C)C(O)C(O)[C@H]2O)C(O)C1O (stereo partly specified)	-4	1	12	-1.1	-0.2	-1.4	4.4	1	-2.3
CN(C)CCCNC(=O)C1CCNCC1	0	15	-2	-2.2	-0.3	-4.6	0.0	0	-4.5

Given field by field: three of the compounds above.
canonical_smiles: CCOc1ccc(N(CCC#N)S(=O)(=O)c2ccc(OC)cc2)cc1
  BoNT-F LC inh: 5
  Mtb FBA inh: -2
  GDH-TPI inh: 0
  PfHsp40 yeast: 1.7
  BoNT-A LC inh2: 6.6
  UGM FP inh: -2.6
  BioA inh: ·
  Anthrax LF inh2: -11
  FadD28 FP inh: 3.9
canonical_smiles: O=C(O)CC1(CC(=O)Nc2ccc(Oc3cccc(C(F)(F)F)c3)nc2)CCCC1
  BoNT-F LC inh: ·
  Mtb FBA inh: 2
  GDH-TPI inh: 7
  PfHsp40 yeast: ·
  BoNT-A LC inh2: ·
  UGM FP inh: 4.9
  BioA inh: -1.6
  Anthrax LF inh2: ·
  FadD28 FP inh: -5.5
canonical_smiles: CCOc1ccc(Cl)cc1S(=O)(=O)N1CCN(c2ccc(F)cc2)CC1
  BoNT-F LC inh: -3
  Mtb FBA inh: -2
  GDH-TPI inh: 13
  PfHsp40 yeast: 0.2
  BoNT-A LC inh2: -0.4
  UGM FP inh: -1.3
  BioA inh: -1.0
  Anthrax LF inh2: -20
  FadD28 FP inh: 2.7

Next entries.
SMILES	BoNT-F LC inh	Mtb FBA inh	GDH-TPI inh	PfHsp40 yeast	BoNT-A LC inh2	UGM FP inh	BioA inh	Anthrax LF inh2	FadD28 FP inh
COc1ccc(C2c3ccsc3CCN2C(=O)C(C)(C)C)cc1 (stereo unspecified)	-8	1	4	1.1	-0.9	-1.5	·	-5	-1.2
N#Cc1ccc(-c2ccccc2)nc1SCCN1CCOCC1	3	0	15	-0.8	0.5	0.2	·	4	-3.2
Fc1ccc(-c2nnn(Cc3ccccc3Cl)n2)cc1	-23	1	-4	2.5	-0.8	0.2	-1.7	8	-0.6
CC(=O)N1CCc2cc(C(=O)CN3CCN(c4ccccc4F)CC3)ccc21	-8	1	3	0.7	-0.2	1.9	2.9	-8	-3.4
Cc1ccc(CCNc2ccccc2)c[n+]1[O-]	5	0	6	-0.7	-0.1	-1.3	-1.0	1	-0.9
C=CCn1c(O)c(/C=C2/C=c3ccccc3=N2)c(=O)[nH]c1=S	?	0	17	-0.8	0.3	1.2	-2.2	-9	-1.1
COc1ccc(NC(=S)NNc2ccc(S(=O)(=O)Nc3ccccc3C(=O)O)cc2[N+](=O)[O-])cc1	-10	-4	41*	0.7	-3.8	1.1	·	-14	22*
CC(=O)Nc1ccc(S(=O)(=O)NCc2nc(-c3cccc(C)c3)no2)cc1	0	0	7	0.0	2.2	-0.6	-4.2	1	-1.3
Cc1[nH][nH]c(=O)c1C(c1cc([N+](=O)[O-])ccc1O)c1c(C)[nH][nH]c1=O	-11	-9	3	-1.9	-0.5	2.8	-0.4	-6	-2.1
CC(C)Oc1cccc(-c2cc(C(=O)N3CCN(c4ncccn4)CC3)c3ccccc3n2)c1	-3	1	18	-0.5	?	-0.2	0.1	-3	-1.8
NS(=O)(=O)c1cccc(NC(=O)CC23CC4CC(CC(Br)(C4)C2)C3)c1	7	-1	-3	-0.8	0.9	1.2	-2.6	1	-4.4
COc1cccc(NC(=S)N(Cc2ccc(C)cc2)Cc2ccccn2)c1	1	1	-2	1.6	-0.2	2.1	·	-6	0.8
Oc1[nH]c2ccccc2c1N=NC(=S)NCC1CCCO1 (stereo unspecified)	1	-8	21	1.2	-0.2	-1.0	·	1	-5.1
CCCCOc1ccc(C(=O)N2CCC(C)CC2)cc1	1	-7	-4	11	0.2	-1.7	0.6	-6	-2.7
CC(=O)NC1CCC(=O)C=C1c1ccccc1 (stereo unspecified)	3	3	3	-0.4	0.4	·	·	-5	-1.8
Cc1ccc(NC(=S)NCCc2ccc(F)cc2)c(C)c1	-8	3	7	-0.8	-1.4	-2.6	0.1	-3	-1.8
CCOC(=O)c1nn(-c2ccccc2)c2nnc(Cc3ccccc3)c(=O)n12	-6	8	11	1.5	-1.0	?	·	-2	-1.9
CCc1nc2ccccc2n1CC(=O)NC1CCS(=O)(=O)C1 (stereo unspecified)	-4	-1	-2	0.1	-0.3	-6.0	-0.5	0	-3.3
COc1ccc(C(O)P(=O)(OC(C)C)c2ccc(N(C)C)cc2)c(OC)c1 (stereo unspecified)	-12	3	-4	-0.9	-1.8	0.1	-1.1	27	-1.3
N=c1n(CCO)c2ccccc2n1Cc1ccccc1	-12	-3	8	0.2	-0.6	-1.5	0.2	1	-1.3
Clc1ccc(C2=NN(c3ccccc3)C(c3ccco3)C2)cc1 (stereo unspecified)	·	161*	9	-0.3	·	1.7	0.5	·	-1.3
CSc1n[nH]c(NC(C)=O)n1	-2	3	9	-1.9	-0.5	-1.5	·	-1	-1.6
